Sm TGR block: qHTS Assay for the Inhibitors of Schistosoma Mansoni Peroxiredoxins. Schistosoma mansoni thioredoxin glutathione reductase (TGR), Q962Y6. purified TGR, DTNB reduction, TNB absorbance 405 nm. Potency, µM (top dose mostly 114 µM), inactives show at the highest dose activity change, negative = inhibition, usual class: inhibitors. AID 485364, 2010. 360,000 compounds, 3% hits; further: potency means the concentration at half of the fitted maximal effect; on the % scale 0 is the no-effect control and ±100 the full control effect; nearly all actives have a fitted effect of over 60% in size
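Kinetic colorimetric format: TGR-catalysed, NADPH-driven DTNB reduction monitored via TNB absorbance. Enzyme dispensed at 20 nM; compound exposure 15 min at room temperature before reaction start.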
Pf growth 96h: Primary qHTS for delayed death inhibitors of the malarial parasite plastid, 96 hour incubation; P. falciparum luciferase reporter growth, 96 h; Potency, µM (highest dose often 28.7 µM), for inactives: at the top dose activity change, negative = inhibition, hits mostly inhibitors; 320,000 compounds, 6.9% hits; AID 504834, 2011; further: potency means the concentration at half of the fitted maximal effect; on the % scale 0 is the no-effect control and ±100 the full control effect
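Two parasite generations (96 h, 37 C, 5% CO2) of compound exposure in infected erythrocytes (0.05% parasitemia, 2% hematocrit). Luciferase-reporter P. falciparum; decreased luminescence indicates inhibited growth, aimed at apicoplast-acting delayed death.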
FBPA Giardia inh: qHTS Assay for Inhibitors of Fructose-1,6-bisphosphate Aldolase from Giardia Lamblia. A8B2U2. purified Giardia FBPA. Potency, µM (highest dose often 59.6 µM), inactives show at the top dose activity, negative = inhibition, most hits filed as inhibitors. 290,000 compounds, 0.71% hits. AID 2451, 2010; further: potency means the concentration at half of the fitted maximal effect; on the % scale 0 is the no-effect control and ±100 the full control effect; nearly all actives have a fitted effect of over 55% in size
Target sequence (A8B2U2 whole entry, looked up): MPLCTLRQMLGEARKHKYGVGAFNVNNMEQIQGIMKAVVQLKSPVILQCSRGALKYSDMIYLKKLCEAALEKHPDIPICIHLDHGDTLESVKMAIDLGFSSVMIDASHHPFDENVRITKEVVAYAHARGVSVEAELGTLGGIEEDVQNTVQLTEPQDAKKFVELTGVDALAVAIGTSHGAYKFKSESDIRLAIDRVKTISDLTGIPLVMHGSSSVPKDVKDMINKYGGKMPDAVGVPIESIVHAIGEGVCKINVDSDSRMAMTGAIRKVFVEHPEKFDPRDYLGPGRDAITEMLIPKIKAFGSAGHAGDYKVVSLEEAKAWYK
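Giardia FBPA (40 nM reagent) was preincubated 10 min at RT with compound (up to 57.5 uM final), then substrate plus GAPDH/TPI/NAD/arsenate coupling system with diaphorase/resazurin was added; resorufin fluorescence (525/598 nm) was read after 20 min.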
Cycloheximide cs: Cycloheximide Counterscreen for Small Molecule Inhibitors of Shiga Toxin | 300,000 compounds, 12% hits | cell reporter, cycloheximide protein synthesis inhibition counterscreen | max response, %; in the data active means max response mostly above about 13%, no sharp cut-off; inactive means mostly below about 14%; further: read at 38.3 µM for the half of the compounds with a filed dose; 0% is about no effect
Shiga inhibitor: A qHTS for Small Molecule Inhibitors of Shiga Toxin. Vero cells, Shiga toxin protein synthesis inhibition reporter. inhibition, % at 38.7 µM. 290,000 compounds, 9.2% hits; in the data active means inhibition mostly above about 28%, no sharp cut-off; inactive means mostly below about 43%; further: 0% is about no effect
Pf growth 48h: Primary qHTS for delayed death inhibitors of the malarial parasite plastid, 48 hour incubation | P. falciparum luciferase growth in erythrocytes, 48 h | Potency, µM (top dose mostly 28.7 µM), for the others: at the highest dose activity change, negative = inhibition, usual class: inhibitors | 310,000 compounds, 5.9% hits | AID 504832, 2011; further: potency means the concentration at half of the fitted maximal effect; on the % scale 0 is the no-effect control and ±100 the full control effect
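Firefly luciferase activity from engineered P. falciparum reports growth; inhibitors lower the luminescent signal. Cultures contained 2% hematocrit erythrocytes at 0.1% final parasitemia.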
* marks the source's active call; other numbers are inactive results; ? = inconclusive; . = not tested or not shown; ! = repeats disagree; [ ] = dose if it differs, or a comment. Unless noted, the call rests on the fitted dose curve; in most records, active means well fitted curve in the direction sought with a large enough effect; inconclusive means small, poorly fitted or top-dose-only effect, or another doubt; inactive means no such curve, though single readings can be large; an effect the other way counts as inactive or inconclusive. Compounds as they come; overall some 24% were active at least once.

SMILES | Sm TGR block | Pf growth 96h | FBPA Giardia inh | Cycloheximide cs | Shiga inhibitor | Pf growth 48h
Cc1cccc(N2CCN(Cc3ccc(Br)o3)CC2)c1C | -14% | 38%[activator] | ? | -3 | 2 | 15%
c1ccc(C(c2ccccc2)c2nc(-c3cccnc3)no2)cc1 | 5% | ? | 6% | -3 | -4 | ?
CCOc1ccc(CCNC(=O)c2ccc(CS(=O)Cc3ccc(Cl)cc3)o2)cc1 (configuration not stated) | 28µM*! | ? | . | 5 | 16 | 3%
CCOC(=O)N1CCN(C(=O)COC(=O)Cc2ccc(Cl)cc2)CC1 | 8% | 21% | -3% | -5 | -7 | 4%
Cc1ccc(CCN2CC(C(=O)NC3CCCCC3)CC2=O)cc1 (configuration not stated) | 0% | 19% | 4% | 30* | 4 | -3%
O=C1c2cccnc2C(=O)N1Cc1ccc(Cl)cc1 | 0% | 1.7µM* | 1% | 1 | 26 | 1%
CCS(=O)(=O)C(C)(CCl)C(=O)Nc1ccc(C(=O)OC)cc1 (configuration not stated) | -28% | 12% | 4% | 7 | 41 | 17%
O=C(NCCOC(=O)c1ccc(C(=O)OCCNC(=O)c2ccccc2)o1)c1ccccc1 | -8% | ? | 1% | -2 | -3 | -23%
CCCN1CCN(C(=O)c2oc3ccccc3c2NC(=O)COc2ccc(OC)cc2)CC1 | 0% | ? | 2% | 3 | -2 | ?
O=C(O)c1cc2ccccc2c(=O)s1 | -18% | 0% | 4% | -2 | 13 | 1%
O=S(=O)(Nc1ccccn1)c1cc(Cl)ccc1Cl | -31% | 22% | -4% | -5 | 4 | .
COc1ccc(C2CC(c3ccc4ccccc4c3)=NN2C(=O)CN2CCC(C(N)=O)CC2)cc1 (configuration not stated) | 5% | ? | 14% | 57* | 79* | ?
CC(Oc1ccc(Cl)cc1)C(=O)NCCCn1ccnc1 (configuration not stated) | -29% | ? | -1% | -4 | -4 | .
C(=C\c1ccccc1)/CN1CCN(Cc2ccc3c(c2)OCO3)CC1 | 2% | 25% | 7.9µM* | 2 | -9 | 54%[activator]
CC(C)(C)c1nn(-c2ccccc2)c2[nH]c(=O)c(C=O)cc12 | 7% | 155%[activator] | -11% | 7 | -11 | ?
CC(Oc1ccc(Cl)cc1Cl)C(=O)NNC(=O)c1cccnc1 (configuration not stated) | -14% | 21% | 0% | 2 | 3 | 6%
CC1(C)CC(=O)C(C2(O)C(=O)N(Cc3ccccc3)c3ccccc32)CO1 (configuration not stated) | 6% | 130%[activator] | 0% | -6 | 29 | -18%
COc1ccc2[nH]cc(CCNC(=O)Cc3c(F)cccc3Cl)c2c1 | 3% | ? | 8% | 7 | 13 | ?
C1CCC(NC2=NCCC2)CC1 | 8% | -6% | . | -3 | -3 | -2%
CC12CCC(C(=O)Nc3cccc(Cl)c3)(C(Br)C1=O)C2(C)C (configuration not stated) | 4% | 15µM* | -3% | -2 | 7 | ?
Cc1ccccc1C(=O)Nc1c(C)[nH]c(=O)[nH]c1=O | -1% | 282%[activator] | -5% | -4 | -1 | -9%
Cc1cccc(-n2ncc3c(NCc4ccc5c(c4)OCO5)ncnc32)c1 | 0% | -1% | -16% | 18* | 97* | 0%
COc1ccc(NC(=O)CSc2nc(N)c(NC(=O)c3cccs3)c(=O)[nH]2)cc1 | -7% | 21% | -16% | -1 | -19 | 10%
COC(=O)CN1C(=O)N/C(=C/c2cc(Cl)c(OC)c(OC)c2)C1=O | 2% | 70%[activator] | 0% | 9 | -2 | -11%
O=C(Nc1cccc(Oc2ccc(C(=O)O)c(C(=O)O)c2)c1)c1ccc(-c2ccccc2)cc1 | -13% | 56%[activator] | ? | -1 | -4 | 1.7µM*
Cc1ccc(-c2nc3cnccn3c2Nc2ccc3c(c2)OCCO3)o1 | ? | 0% | 12% | 34* | 22* | -11%
CCC1C(=O)N=C(SCC(=O)Nc2ccc(Br)cn2)NC1=O (configuration not stated) | -4% | ? | 2% | -2 | 2 | 9%
COc1ccc(NC(=O)c2cc(F)cc(F)c2)cc1Cl | 3% | . | -1% | 27* | 82* | 117%[activator]
C#CCOCCOCCOCCNc1nc(N2CCN(C(=O)[C@H](CCC(=O)O)n3cc(C(N)Cc4ccc(O)cc4)nn3)CC2)nc(N2CCN(C(=O)[C@H](CCC(=O)O)n3cc(C(N)Cc4ccc(O)cc4)nn3)CC2)n1 (some centres not stated) | ? | 82%[activator] | -3% | -2 | -14 | 53%[activator]
O=C(Nc1nnc(Cc2ccc([N+](=O)[O-])cc2)s1)c1ccc2c(c1)OCO2 | -4% | -21% | -2% | 16 | 34 | 9%
CCN(c1cccc(C)c1)S(=O)(=O)c1ccc2c(c1)CCCN2C(C)=O | -7% | 8% | 10% | -2 | -4 | -10%
Cc1c(C(=O)NCc2nnc(-c3ccccc3)o2)oc2c(F)cccc12 | 2% | 1% | . | 7 | 28 | 17%
CCOc1ccc(-c2nnn(CC(=O)NCc3ccc4c(c3)OCO4)n2)cc1 | -2% | ? | 2% | -1 | 23 | -1%
Cc1ccccc1-c1noc(-c2ccc(O)cc2)n1 | -10% | 5% | 4% | 52* | 65* | 13%
CCn1cc([N+](=O)[O-])c(C(=O)N2N=C(c3ccc4ccccc4c3)CC2c2ccccc2O)n1 (configuration not stated) | -1% | ? | 0% | 34* | 27* | 8.3µM*
COc1cc(NC(=O)Nc2c(C)n(C)n(-c3ccccc3)c2=O)cc(OC)c1OC | 2% | ? | -3% | -2 | . | 12%
Cc1cc(NC(=O)Cc2ccccc2)nc2c1c(=O)oc1ccccc12 | 4% | 26% | 2% | -1 | 12 | 12%
CCOc1ccc(-n2c(SCC(=O)Nc3ccc4c(c3)OCCO4)nc3c(c2=O)SCC3)cc1 | 4% | ? | 7% | -3 | -18 | ?
O=C(CC(SCCO)c1ccc(F)cc1)c1ccco1 (configuration not stated) | ? | -7% | 2% | 52* | 104* | ?
N#Cc1cnc2cc(-c3ccccc3)nn2c1N | -4% | 21% | 4% | 18* | 29 | 49%[activator]
CC(C)NC(=S)N/N=C/c1ccc2c(c1)OCCO2 | -26% | 21% | -8% | 49* | 53* | 16%
CC(C)(C)/C(O)=C/c1nc2cc(Cl)ccc2oc1=O | ? | 5.9µM* | ? | -2 | 25 | 9.3µM*
COc1ccc(Cl)cc1NC(=O)c1ocnc1C | -17% | 1µM* | -3% | -4 | -15 | -2%
CCc1ccc(C(=O)NNC(=S)Nc2ccc(S(N)(=O)=O)cc2)s1 | 5% | 17% | 19% | -3 | -8 | 20%
O=C(NC(=S)N1CCN(c2nc(-c3ccccc3)cs2)CC1)c1cncc(Br)c1 | -4%[57.1 µM] | ? | 10% | -1 | 11 | ?
CCOc1ccc(C(=O)Nc2ccccc2N2CCOCC2)cc1 | 9% | ? | . | -3 | -15 | ?
COc1cccc(NS(=O)(=O)c2ccc3[nH]cc(C(=O)NCCCOC(C)C)c(=O)c3c2)c1 | 9% | ? | 10% | 10 | -12 | ?
COc1ccc(NC(=S)NC(=O)c2cncc(Br)c2)c(OC)c1 | -15% | 24% | ? | -2 | 17 | 38%[activator]
COC(=O)/C(C#N)=C/c1c[nH]c2ccccc12 | -2% | ? | -4% | 37* | 103* | 7%
CC(C)n1nnnc1SCC(=O)NNC(=O)C1CCCCC1 | 4% | 9% | -6% | -5 | -13 | 8%
CCCOc1ccc(NC(=O)CC2C(=O)N(CC)C(=S)N2Cc2cccs2)cc1 (configuration not stated) | 13% | ? | -10% | 1 | -18 | -7%
O=C(NCc1ccco1)C12CN(Cc3ccccc3)CC1C(c1cccc([N+](=O)[O-])c1)=NO2 (configuration not stated) | -19% | ? | 0% | -5 | -10 | ?
CCOC(=O)C1(CCCc2ccccc2)CCN(C2CCCC2)CC1 | 6% | ? | 14% | 2 | 21 | ?
COc1ccc(S(=O)(=O)CCC(=O)NCCc2ccc(S(N)(=O)=O)cc2)cc1 | 40µM* | 9.3µM* | 10% | 11 | -8 | -12%
O=C(Nc1nc(-c2nc3ccccc3s2)cs1)C1COc2ccccc2O1 (configuration not stated) | 3% | 139%[activator] | 9% | 23* | 68* | 94%[activator]
O=P(C1=C(N2CCOCC2)/C(=C\c2ccccc2)CC1)(N1CCOCC1)N1CCOCC1 | 45µM* | 8% | 11% | -4 | 14 | ?
O=[N+]([O-])c1ccccc1CNc1ccc(F)c(Cl)c1 | -6% | -14% | -15% | 7 | 15 | 32%[activator]
CC(=O)c1ccc(NC(=O)Cn2c3ccccc3c3nc(=O)cc(C)n32)cc1 | -14% | -25% | -1% | 9 | -14 | -27%
Cc1ccc(O)c(NC(=O)c2ccc3c(c2)C(=O)N(Cc2cccnc2)C3=O)c1 | 4% | ? | 7% | 3 | 10 | 1%
N#C/C(=C\c1cn(Cc2cccc(F)c2)c2ccccc12)C(=O)NCc1ccco1 | 1% | 38%[activator] | -3% | 25* | 28* | -10%

By substructure, those above containing two or more sulfur atoms.
SMILES | Sm TGR block | Pf growth 96h | FBPA Giardia inh | Cycloheximide cs | Shiga inhibitor | Pf growth 48h
COc1ccc(NC(=O)CSc2nc(N)c(NC(=O)c3cccs3)c(=O)[nH]2)cc1 | -7% | 21% | -16% | -1 | -19 | 10%
CCOc1ccc(-n2c(SCC(=O)Nc3ccc4c(c3)OCCO4)nc3c(c2=O)SCC3)cc1 | 4% | ? | 7% | -3 | -18 | ?
CCc1ccc(C(=O)NNC(=S)Nc2ccc(S(N)(=O)=O)cc2)s1 | 5% | 17% | 19% | -3 | -8 | 20%
O=C(NC(=S)N1CCN(c2nc(-c3ccccc3)cs2)CC1)c1cncc(Br)c1 | -4%[57.1 µM] | ? | 10% | -1 | 11 | ?
CCCOc1ccc(NC(=O)CC2C(=O)N(CC)C(=S)N2Cc2cccs2)cc1 (configuration not stated) | 13% | ? | -10% | 1 | -18 | -7%
COc1ccc(S(=O)(=O)CCC(=O)NCCc2ccc(S(N)(=O)=O)cc2)cc1 | 40µM* | 9.3µM* | 10% | 11 | -8 | -12%
O=C(Nc1nc(-c2nc3ccccc3s2)cs1)C1COc2ccccc2O1 (configuration not stated) | 3% | 139%[activator] | 9% | 23* | 68* | 94%[activator]

Following part.
SMILES | Sm TGR block | Pf growth 96h | FBPA Giardia inh | Cycloheximide cs | Shiga inhibitor | Pf growth 48h
C/C=C/C1=CC(=O)C[C@H](c2ccc(Cl)cc2)C1 | ? | 49%[activator] | . | . | . | 28%
O=S(=O)(Nc1nc2ccccc2[nH]1)c1ccc2ccccc2c1 | 7% | . | -7% | -2 | 13 | 8%
COc1ccc(CC(=O)N2CCN(c3ccc(C4=NNC(=O)CC4C)cc3)CC2)cc1 (configuration not stated) | -15% | ? | 6% | -1 | 14 | -12%
COC(=O)c1cn(C(=O)c2ccc(OC)c(OC)c2)c2ccccc12 | 16% | ? | -4% | 1 | 10 | 5%
COc1ccc(N2CCN(C(=O)CN(c3ccccc3)S(C)(=O)=O)CC2)cc1 | 3% | 10µM* | -2% | 2 | -3 | -16%
Cc1ccc2oc(=O)n(CCCOc3ccccc3C)c2c1 | 20% | -1% | -3% | 16* | 45* | 23%
NC(=O)C1(N2CCCCC2)CCN(C(=O)CSc2nc3ccccc3s2)CC1 | 3% | 143%[activator] | 2% | 1 | -5 | ?
CC(C)NC(=O)C1c2ccccc2Oc2ccccc21 | -21% | 0% | 0% | -3 | 29 | 0%
Cc1ccc(NS(=O)(=O)c2cc(OCC(N)=O)c(C)cc2Cl)cc1 | 3% | 3% | -5% | -2 | -6 | -14%
COC(=O)CSc1ccccc1C(=O)OC | 32% | . | 3% | 4 | 4 | 9%

Screening results as filed in PubChem.
